High-throughput results deposited in PubChem by several laboratories.
Autofluor 339 = intrinsic fluorescence of library compounds, ex339/em460 – biochemical, MLSMR library, data from DPM-DC assay, artefact control, profiling panel; compound autofluorescence, ex339/em460 nm, NADH buffer; active compounds read high; 1 = no-compound wells, NADH background; fluorescence fold increase at 10 µM; actives 5.5% (n = 65,000); AID 709, 2007;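 active = at 10 µM, mean starting fluorescence two-fold or more over control wells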;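 also: signal is the first read of a kinetic run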
MMP13 inh = human MMP13 inhibitors, primary screen, biochemical, FRET peptide cleavage | Collagenase 3 (Homo sapiens), P45452 | MMP-13 fTHP FRET cleavage, Mca fluorescence | inhibition, % at 4 µM | actives 0.07% (n = 65,000) | AID 570, 2006;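 active = inhibition above the mean of compound-free control plate wells plus 3 SD, cut at about 14% in these data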;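 also: 0% = DMSO wells and 100% = wells with reference MMP-13 inhibitor after basal subtraction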
Ecoli tolC = growth inhibitors of E. coli tolC mutant, primary screen, strain BW25113 ΔtolC::kan, 384-well | AID 573, 2007 | actives 2.2% (n = 65,000) | growth inhibition, % at 10 µM (by protocol) | OD615;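 active = growth inhibition at or above a cutoff equal to the mean over every tested compound plus 3 SD, cut at about 60% in these data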;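 also: growth measured after 20 h incubation at 37 °C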
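Test system: tolC-deleted E. coli BW25113; medium: LB with kanamycin 50 µg/mL; compound: single-point testing at 10 µM; incubation: 20 h compound exposure of bacteria at 37 °C; signal: OD at 615 nm; evaluation: growth inhibition in percent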
PKA inh = inhibitors of human PKA kinase activity, primary screen, biochemical, ATP-depletion luminescence, Kemptide substrate; cAMP-dependent protein kinase catalytic subunit alpha (Homo sapiens), P17612; PKA Kemptide phosphorylation, Kinase-Glo ATP luminescence; inhibition, % at 6 µM; actives 0.1% (n = 65,000);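 active = inhibition above the screen-wide mean inhibition plus 3 SD, cut at about 21% in these data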; also: many of its hits are not listed in these tables
HEK293 NFkB inh = inhibitors of PMA/ionomycin-induced NF-kB reporter, primary screen, antigen receptor NF-kB inhibitor project, cell-based, HEK-293 luciferase reporter, luminescence; actives 0.21% (n = 62,000); inhibition, % at 3 µM; AID 465, 2006; HEK-293 NF-kB luciferase reporter;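 active = inhibition above the mean of all tested compounds plus 3 SD, cut at about 40% in these data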;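 also: 0% = stimulated DMSO wells and 100% = 10 µM reference inhibitor 5653914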
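Material: HEK-293 cells with stable firefly luciferase reporter driven by four HIV NF-kB elements / Also added: PMA plus ionomycin mix as NF-kB-activating stimulus / Compound dosing: 3 µM once, 0.30% DMSO / Times: 1 h pretreatment, 16 h stimulation, 37 °C / Signal: luminescence / Evaluation: per-plate % inhibition versus controls / Benchmarks: DMSO and 10 µM reference inhibitor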
Abs 340nm = compound light absorbance at 340 nm, profiling panel, artefact control, biochemical, MLSMR library, data from PS, PMK, MK assays; fold change at 10 µM; 65,000 tested, under 10 active; AID 708, 2007; compound absorbance at 340 nm, fold over control;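 active = at 10 µM dose, initial 340 nm absorbance at least 2 fold that of control wells; inactive = change under 2 fold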;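 also: initial absorbance extrapolated from kinetic A340 decline of NADH oxidation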
ROCK2 inh = inhibitors of human ROCK2 kinase, primary screen, biochemical, high-throughput, luminescence | Rho-associated protein kinase 2 (Homo sapiens), O75116 | purified ROCK2, Kinase-Glo ATP depletion luminescence | inhibition, % at 6 µM | actives 0.35% (n = 60,000) | AID 604, 2007;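 active = inhibition above the screen-wide mean inhibition plus 3 SD, cut at about 18% in these data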;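 also: plate controls were DMSO wells for no effect and Y-27632 control wells after no-enzyme background subtraction for full effect; many of its hits are not listed in these tables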
NADH coupling = inhibitors of PK/LDH coupling enzymes, profiling panel, artefact control, biochemical, MLSMR library. actives 0.02% (n = 65,000). IC50, µM (series often up to 10 µM), for inactives: top-dose inhibition. coupled PK/LDH NADH assays, four targets;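 active = single-dose screening hits from any of four coupled enzyme assays that gave an IC50 when retested across doses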;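 also: the DPM-DC format reads NADH fluorescence rather than 340 nm absorbance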
JNK3 blocker = JNK3 kinase activity inhibitors, primary screen, biochemical, human, purified enzyme | Mitogen-activated protein kinase 10 (Homo sapiens), P53779 | AID 746, 2007 | HTS | inhibition, % at 8 µM | actives 0.61% (n = 60,000); in the data active = inhibition above about 17%;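 also: 0% = DMSO and 100% = reference inhibitor; many of its hits are not listed in these tables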
Target sequence (P53779 whole entry, looked up): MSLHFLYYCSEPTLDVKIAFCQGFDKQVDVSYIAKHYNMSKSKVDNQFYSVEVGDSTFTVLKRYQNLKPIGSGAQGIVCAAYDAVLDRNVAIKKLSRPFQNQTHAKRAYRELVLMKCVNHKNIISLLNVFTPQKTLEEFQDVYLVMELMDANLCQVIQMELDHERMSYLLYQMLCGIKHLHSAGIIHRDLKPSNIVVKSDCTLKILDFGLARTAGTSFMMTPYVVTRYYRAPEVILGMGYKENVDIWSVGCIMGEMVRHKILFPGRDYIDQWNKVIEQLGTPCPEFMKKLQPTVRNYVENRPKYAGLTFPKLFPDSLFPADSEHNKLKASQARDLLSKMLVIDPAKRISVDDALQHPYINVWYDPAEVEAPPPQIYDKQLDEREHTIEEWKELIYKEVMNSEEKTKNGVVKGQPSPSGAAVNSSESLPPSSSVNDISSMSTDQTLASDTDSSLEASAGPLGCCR
Numbers without * were called inactive; i = inactive; x = not tested or not shown; [ ] = remark or other dose.

SMILES | Autofluor 339 | MMP13 inh | Ecoli tolC | PKA inh | HEK293 NFkB inh | Abs 340nm | ROCK2 inh | NADH coupling | JNK3 blocker
COCCOC(=O)C1=C(C)NC(=O)NC1C1CC=CCC1 (stereo unspecified) | 1.1 | 0 | -13 | 6 | 6 | 1 | 5 | 8% | 0
Cc1ccc(NC(=O)C2C(=O)N(CCO)C3(C)CC2c2ccccc2O3)cc1 (stereo unspecified) | 1.1 | -5 | 0 | 6 | 12 | 1 | 6 | 4% | -5
CCOc1ccc(C2c3c(oc4cc(C)c(C)cc4c3=O)C(=O)N2CCCN(C)C)cc1OC (stereo unspecified) | 1.1 | 2 | 4 | 6 | 9 | 1.1 | -4 | 14% | 0
Cc1nn(-c2ccccc2)c2sc(C(=O)OCC(=O)N3CCCCC3)cc12 | 4* | -11 | -2 | 4 | -2 | 1 | 6 | 8%[fluoresces] | -2
Cc1cc(C)n(CCc2nc3c4ccccc4nc(SCc4ccc(C#N)cc4)n3n2)n1 | 1.1 | 2 | 2 | 11 | 10 | 1 | 4 | 4% | 0
CC(C)(C)c1nnc(NC(=O)C2CCN(c3ncccn3)CC2)s1 | 1.2 | -9 | -10 | 4 | 5 | 0.98 | -1 | 3% | -6
CN(Cc1cccs1)C(=O)COc1cccc(-n2cnnn2)c1 | 1.1 | 1 | -8 | 1 | 12 | 1 | x | 2% | x
O=C1Nc2ccccc2C12Nc1ccccc1-c1nc3ccccc3n12 (stereo unspecified) | 1.3 | 0 | 22 | 10 | 0 | 1.1 | 2 | 2% | 10
O=C(c1ccccc1)c1c[nH]c2cc3c(cc2c1=O)OCCO3 | 1.1 | 4 | -4 | 2 | 0 | 1.1 | x | 2% | x
CCCCn1c(SCC(N)=O)nnc1-c1cc(OC)c(OC)c(OC)c1 | 1 | 4 | -5 | 8 | -3 | 0.99 | 1 | 8% | 2
CCOC(=O)Nc1ccc2c(c1)N(C(=O)CCN1CCOCC1)c1ccccc1S2=O (stereo unspecified) | 1.1 | 5 | -12 | 5 | 23 | 0.98 | 6 | 5% | 10
Cc1ccc(C)c(CN2CCCNC2=O)c1 | 1.1 | 2 | -15 | 12 | 6 | 0.98 | -1 | 5% | 7
CCc1ccc(C(=O)N2CCCC2)s1 | 1.1 | 4 | -5 | 10 | 11 | 1.1 | 7 | 0% | 3
O=C(Nc1ccc2c(c1)OCCO2)C1CCCN1S(=O)(=O)c1cccc2cccnc12 (stereo unspecified) | 1.1 | 2 | 6 | 0 | -7 | 1 | -1 | 1% | 5
Cc1cc(C)cc(OCCCC(=O)O)c1 | 1 | 1 | -26 | -5 | 13 | 0.99 | -6 | 2% | -2
CN(CC(=O)NCc1ccco1)S(=O)(=O)c1ccc2c(c1)n(C)c(=O)c(=O)n2C | 1.4 | -3 | -26 | 11 | 17 | 1 | 6 | 6% | -2
COc1ccc(CNC(=O)c2cnc3scc(C)n3c2=O)cc1 | 2.1* | -21 | 5 | 0 | 0 | 1.2 | 6 | 9%[fluoresces] | 6
COc1ccccc1NC(=O)C1=C(C)NC2=C(C(=O)CCC2)C1c1ccc(C)o1 (stereo unspecified) | 1.1 | 1 | 8 | 13 | -11 | 1.1 | 6 | 10% | 1
COCCOC(=O)c1[nH]c2c(c1C)C(=O)C(C(=O)OC)C(C)C2 (stereo unspecified) | 1.1 | 1 | -11 | 7 | -28 | 1 | 0 | 1% | -1
O=C1CN(C(=O)OCc2ccccc2)c2ccccc2N1 | 1.1 | 3 | 0 | 0 | -10 | 1.1 | x | 1% | x
CCCOC(=O)Nc1ccc(N2CCCCC2)cc1 | 1.1 | 0 | -6 | -5 | -29 | 1 | x | 0% | x
CC(C)OCCCNC(=O)c1cc2c(=O)n(C)c3ccccc3c2n1C | 1.2 | -6 | -2 | -6 | -3 | 1.1 | -3 | 9% | -5
CCOC(=O)C1=C(c2ccccc2)Nc2ncnn2C1c1cc(OC)ccc1OC (stereo unspecified) | 1.1 | -7 | 6 | 7 | 6 | 1.1 | 5 | 3% | 0
O=c1c2ccccc2nnn1CSc1nnc2sc3ccccc3n12 | 1 | -5 | 3 | 9 | -30 | 0.98 | 7 | 4% | 8
COc1ccccc1N1CCN(C(CNS(=O)(=O)c2cccs2)c2cccnc2)CC1 (stereo unspecified) | 1.1 | -8 | 4 | 6 | 4 | 1.1 | -6 | 2% | 5
CCOC(=O)C1CCN(C(=O)C2(NC(=O)Nc3ccccc3Cl)CCCCC2)CC1 | 1 | 0 | -4 | 3 | 8 | 0.98 | 0 | 3% | 1
CCCCOC(=O)c1ccc(N2C(=O)CC(N3CCN(C/C=C/c4ccccc4)CC3)C2=O)cc1 (stereo unspecified) | 1.1 | 3 | 29 | 4 | 14 | 1 | 0 | 10% | -3
Cc1[nH]n(C(C)(C)C)c(=O)c1Sc1ccccc1 | 1.1 | 8 | -6 | 8 | 20 | 1 | 4 | 7% | -6
COc1ccc(NC(=O)c2cccc(Cn3cc(Br)cn3)c2)cn1 | 1.1 | -1 | 28 | -8 | 21 | 1.1 | -2 | 1% | 8
CCCCCn1c(CN2CCN(C(=O)OCC)CC2)nc2c1c(=O)n(C)c(=O)n2C | 1.1 | -3 | 11 | -4 | 1 | 1 | 0 | 6% | -7
O=C(CCS(=O)(=O)c1cccc2nsnc12)N1CCN(Cc2ccc3c(c2)OCO3)CC1 | 1 | -4 | -2 | -1 | -4 | 1 | x | 2% | x
Cc1ccccc1NC(=O)CN(c1ccc(F)cc1)S(C)(=O)=O | 1.1 | 2 | -4 | 3 | 15 | 1 | 4 | 6% | 3
CCOC(=O)N1CCN(C(=O)CN2C(=O)COc3ccc(C(C)(C)C)cc32)CC1 | 1 | 4 | -4 | -3 | 7 | 1 | -1 | 9% | -1
COc1ccc(CN2CCN(C)CC2)cc1OCc1ccccc1 | 1 | 4 | -31 | 12 | 13 | 1 | 6 | 3% | -2
S=c1[nH]nc(-c2ccccc2)n1C1C=CCCC1 (stereo unspecified) | 1.1 | 0 | 17 | -10 | 12 | 0.99 | 0 | 9% | -5
Nc1ccc(-c2nc3ccc(-c4nc5ccccc5o4)cc3[nH]2)cc1 | 3.7* | i[fluorescence artefact?] | 33 | 5 | -4 | 1.1 | 6 | 3%[fluoresces] | -3
CN1C(c2ccc(F)cc2)=CS/C1=C(\C#N)c1nnc2n1-c1ccccc1SC2 | 0.98 | 0 | 19 | 5 | 15 | 1.1 | -11 | 5% | -4
CCCCn1c(CN2CCN(C)CC2)nc2ccccc21 | 1.2 | 3 | -6 | 1 | 2 | 1.1 | -1 | 0% | 0
COc1cc(C(=O)Nc2ccc3c(c2)OCO3)ccc1-n1cnnn1 | 1.2 | -2 | 18 | 3 | 11 | 1 | 5 | 19% | -4
CCNC(=O)CCc1nc(-c2ccc(C(C)(C)C)cc2)no1 | 1.1 | 2 | 16 | 9 | 79* | 1.1 | 4 | 3% | -4
Cc1cccnc1NC(=O)Nc1cccc(C(F)(F)F)c1 | 1.1 | -11 | -10 | -4 | 21 | 0.98 | -3 | 6% | -4
O=C(Nc1ccc2c(c1)OCCO2)C1CCCN(S(=O)(=O)c2cccs2)C1 (stereo unspecified) | 1.1 | 0 | 27 | -5 | 16 | 1 | -4 | 7% | -1
CCCCN1C(=O)c2ccccc2C1C(=O)NC1CCCC1 (stereo unspecified) | 1.2 | -2 | -25 | 2 | 11 | 1 | 3 | 8% | -10
CCc1nc2ccccc2c(C(=O)OCC(=O)NCc2ccco2)c1C | 1.2 | 2 | 4 | 4 | 20 | 1 | -6 | 0% | 0
COc1ccc(C2/C(=C(\O)c3ccc(OC)c(Cl)c3)C(=O)C(=O)N2CCN(C)C)cc1 (stereo unspecified) | 1.1 | -3 | -12 | 2 | 10 | 1.1 | 3 | 7% | -1
Cc1occc1C(=O)Nc1ccc2c(c1)OCO2 | 1.1 | 8 | -12 | 2 | -19 | 1 | -9 | 2% | -1
COc1cc(OC)cc(-c2nnc(SCC(=O)N(C(C)C)C(C)C)o2)c1 | 1.1 | -5 | 1 | -4 | 23 | 1 | -2 | 8% | -4
COC(=O)c1ccc(NC(=O)COc2ccccc2OC)cc1 | 1.1 | 1 | 1 | 12 | 15 | 0.97 | 4 | 12% | 2
COc1ccc(CCNc2oc(Cc3ccccc3)nc2C#N)cc1OC | 1.1 | -1 | 27 | 10 | 15 | 1 | 2 | 7% | 1

Only part of the results is shown. The share of hits here may be higher or lower than overall.
